BRCT inh red – inhibitors of human BRCA1 BRCT-phosphoprotein interaction (red fluorophore); 75,000 compounds, 0.03% hits; AID 892; BRCT-phosphopeptide binding, red fluorescence polarization; P38398; Potency, µM (doses to about 76.9 µM), without a hit: at the highest dose activity change, negative = inhibition, hits mostly inhibitors; note: % is set by controls: 0 for no effect and ±100 for the full control effect
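Rhodamine-labelled pBACH1 10-mer (100 nM) bound to BRCT domain (100 nM) at pH 7.3; compounds incubated 12 min room temperature, polarization read. Free peptide defines full inhibition; unlabelled decapeptide titrated as control.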
Ub-GFP proteasome – inhibits proteasome, raising ubiquitin-GFP reporter fluorescence; Potency, µM (highest dose often 45.9 µM), inactives show top-dose activation (GFP accumulation), usual class: activators; 67,000 tested, under 10 active; Ubiquitin-GFP reporter cells, proteasome inhibition, GFP fluorescence; response scale: untreated = 0%, 10 µM MG-132 = 100%; active = well fitted activation curve with a large enough effect, not every such curve was filed as active; inconclusive = small, poorly fitted or top-dose-only effect, or another doubt; inactive = no such curve, though single readings can be large or run the other way; note: potency is the fitted concentration of half-maximal effect
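U2OS cells stably expressing ubiquitin(G76V)-GFP, seeded overnight in 0.5% FBS medium, were exposed to compounds (qHTS, 46 uM to 2.9 nM) for 4 hr at 37 °C. GFP-positive cells were counted by laser cytometry (488 ex/515 em), normalized between basal and 10 uM MG-132.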
4-MU autofl – compound fluoresces in the 4-MU spectral region. compound autofluorescence, 340/450 nm, 4-MU equivalents; hits give high values. max dye-equivalent concentration, M. 59,000 compounds, 11% hits. AID 589; in the data active = max dye-equivalent concentration above about 10 nM; inconclusive = mostly about 1.1 nM to 9.6 nM
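Compounds in 100 mM Tris, pH 8.0, sat 15 min at room temperature before fluorescence was read at 340 nm excitation/450 nm emission; a per-plate six-point 4-MU standard curve converted signals to dye-equivalent concentration at each compound concentration.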
HEK293 cAMP ctrl – raises cAMP in parental HEK293 cells, TSHR agonist counter-screen | parental HEK293 CNG cAMP sensor, membrane potential fluorescence | Potency, µM (doses to about 57.1 µM), for inactives: at the highest dose activation, most hits filed as activators | 73,000 compounds, 2.5% hits; note: potency is the fitted concentration of half-maximal effect; % of control where 0% means no effect; nearly all actives have a fitted effect of over 55% in size
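Parental HEK 293 cells stably expressing a cAMP-gated CNG channel were loaded with membrane potential dye containing 100 uM RO 20-1724 for 60 min. Compound added for 30 min; depolarization read as fluorescence intensity at 590 nm.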
Fluorescein fluor – fluorescein region autofluorescence | Compound autofluorescence, 480/540 nm, fluorescein-equivalent; hits give high values | max fluorescein-equivalent concentration, M | 59,000 compounds, 0.91% hits; in the data active = max fluorescein-equivalent concentration above about 10 nM; inconclusive = between about 1.1 nM and that limit
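Compounds (23 nL) in 100 mM Tris pH 8.0, 15 min at room temperature, then fluorescence read at 480 nm excitation/540 nm emission. Signal converted to fluorescein-equivalent concentration from an on-plate fluorescein standard curve.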
BRCT inh green – BRCA1 BRCT-phosphoprotein interaction inhibition | BRCA1 BRCT-phosphopeptide binding, green fluorescence polarization | P38398 | Potency, µM (series often up to 76.9 µM), without a hit: at the top dose activity change, negative = inhibition, hits mostly inhibitors | 75,000 compounds, 0.05% hits;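 note: potency is the fitted concentration of half-maximal effect; plate controls were peptide without protein for full effect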
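Compounds were incubated for 12 min at room temperature with a complex of 100 nM fluorescein-tagged pBACH1 decapeptide and 250 nM His-tagged BRCT protein. Buffer was phosphate pH 7.3 with EDTA, DTT and Tween 20. Disruption of binding lowers the polarization signal.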
Casp7 inh – caspase-7 (human) inhibition, allosteric or competitive | P55210 | recombinant caspase-7, Ac-DEVD-AFC fluorescence rate | Potency, µM (highest dose often 57.5 µM), for inactives: top-dose activity change, negative = inhibition, most hits filed as inhibitors | 75,000 compounds, 0.02% hits | AID 889; active = well fitted inhibition curve with a large enough effect in the main read-out, with a control signal flat, not every such curve was filed as active; inconclusive = small, poorly fitted or top-dose-only effect, or a change in a side signal; note: potency is the fitted concentration of half-maximal effect; % of control where 0% means no effect
A350 autofl – compounds fluorescent in Alexa 350 spectral region; AID 590; 59,000 compounds, 11% hits; Compound autofluorescence, 340/450 nm, Alexa 350 dye-equivalents; hits give high values; max dye-equivalent concentration, M; in the data active = max dye-equivalent concentration above about 10 nM; inconclusive = mostly about 1.1 nM to 9.6 nM
USP2a inhib – USP2a (human) protease inhibition; O75604; USP2a enzymatic assay, qHTS inhibition; Potency, µM (highest dose often 38.3 µM), inactives show at the top dose activity change, negative = inhibition, usual class: inhibitors; 60,000 compounds, 0.1% hits; AID 927;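 note: potency is the fitted concentration of half-maximal effect; nearly all actives have a fitted effect of over 60% in size; plate controls were DMSO for no effect and NEM full inhibition control for full effect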
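20 nM USP2 core + cpd, 30 min RT; add 20 nM Ub-PLA2/20 uM NBD C6-HPC; read Ex460/Em535 at 0 h and 2.5 h. Normalized to NEM; qHTS curve fit/classification.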
GFP derepression – epigenetic modulators derepressing GFP locus in mouse cells; mouse C127i GFP locus derepression, cytometry, 30 h; 68,000 compounds, 0.09% hits; Potency, µM (series often up to 46.1 µM), for inactives: at the highest dose GFP derepression (activation); note: % of control where 0% means no effect
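Read-out is the number of GFP-positive cells, scored as fluorescent objects 20 to 120 um wide, reflecting derepression of a silenced CMV-GFP reporter in murine C127i cells after 30 h compound exposure at 37 C.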
Caspase-1 inhib – caspase-1 (human) inhibition, allosteric or competitive. P29466. Caspase-1 enzyme, Ac-WEHD-AFC fluorogenic rate. Potency, µM (doses to about 57.5 µM), for inactives: at the top dose activity change, negative = inhibition, most hits filed as inhibitors. 75,000 compounds, 0.03% hits. AID 900;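 note: potency is the fitted concentration of half-maximal effect; plate controls were vehicle for no effect and no substrate for full effect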
Numbers without * were called inactive; i = inactive; ? = inconclusive; / = no result given; & = joins results of further samples; [ ] = remark or other dose. Unless noted, calls come from the whole dose curve; as a rule, active = well fitted curve in the direction sought with a large enough effect; inconclusive = small, poorly fitted or top-dose-only effect, or another doubt; inactive = no such curve, though single readings can be large; an effect the other way counts as inactive or inconclusive. Not all compounds are listed; the hit share may differ from the screen's.

SMILES	BRCT inh red	Ub-GFP proteasome	4-MU autofl	HEK293 cAMP ctrl	Fluorescein fluor	BRCT inh green	Casp7 inh	A350 autofl	USP2a inhib	GFP derepression	Caspase-1 inhib
CCOCCCNC(=O)C(c1ccc(Cl)cc1)N1CCN(c2ccccc2)CC1 (stereo not drawn)	-0.2%	-2.9%	/	?	/	-3.1%	-2.0%	/	/	3.4%	0.3%
Cc1nn(C)c(C)c1NC(=O)c1ccc(S(=O)(=O)N(C)C)cc1	2.2%	12.5%	i	1.7%	?	-1.7%	-2.0%	i	-2.1%	-2.7%	0.7%
CCN1C(=O)[C@H]2[C@H]3[C@H](O)[C@H](O)C/C(=N/OC[C@@H](C)[C@H](OCc4ccccc4)C(C)C)[C@@H]3CC[C@@H]2C1=O	1.1%[15.4 µM]	/	/	-5.2%[11.4 µM]	/	0.0%[15.4 µM]	-0.7%[11.5 µM]	/	/	/	0.8%[11.5 µM]
CC(=O)c1c(C)n(-c2ccc(N(C)C)cc2)c2ccc(OCC(N)=O)cc12	-0.1%	0.2%	i	?	i	-3.0%	0.1%	i	-3.7%	5.1%	-2.1%
Nc1nnc(SCC(=O)N2CCc3ccccc32)n1-c1ccccc1	0.6%	3.3%	i	2.6%	?	-1.4%	1.4%	?	6.6%	5.4%	-1.3%
Cc1cnc(CNc2nc(-c3ccccc3Cl)nc3ccccc23)cn1	0.5%	-0.4%	i	?	?	0.2%	-3.7%	i	77.0%[activator]	-0.6%[9.22 µM]	-3.5%
O=C(CCC1CCCC1)Nc1ccc(Br)cn1	-3.6%	6.0%	i	20.7%	i	-0.6%	-2.5%	i	-6.6%	-0.7%	-0.6%
COc1ccccc1C(=O)NCCn1cc(SCC(=O)NCc2ccco2)c2ccccc21	-0.4%	-0.9%	i	?	i	-0.7%	-1.7%	i	26.9%	1.4%	-3.2%
Cc1c(Cl)c(S(N)(=O)=O)cc(S(N)(=O)=O)c1NC(=O)c1ccc(Cl)cc1	-0.8%[15.4 µM]	5.8%[9.17 µM]	i	6.3%[11.4 µM]	i	-0.6%[15.4 µM]	-3.5%[11.5 µM]	i	/	-3.4%[9.22 µM]	0.2%[11.5 µM]
CS(=O)(=O)N(CC(=O)N1CCN(c2ccccc2)CC1)c1cc(C(F)(F)F)ccc1Cl	0.6%	-1.7%[9.17 µM]	/	7.7%[11.4 µM]	/	-1.4%	1.3%	/	14.5%[7.66 µM]	-2.0%	-2.9%
CC(=O)OCC1OC(C#CC(C)(C)C)C=CC1OC(C)=O (stereo not drawn)	0.6%&-0.5%[15.4 µM]	/	/	0.3%[11.4 µM]	/	-1.2%&-0.4%[15.4 µM]	-0.2%&-0.7%[11.5 µM]	/	/	/	-1.5%&-1.8%[11.5 µM]
CCCCCOC(=O)C1=C(C)N(C)C(=O)NC1c1cc(Br)c(O)c(OC)c1 (stereo not drawn)	-0.8%	5.6%	i	?	i	1.3%	-0.7%	i	139.5%[activator]	3.8%	-0.3%
COc1ccc(S(=O)(=O)NC2CCCC2)cc1Br	0.5%	-3.4%	?	4.1%	?	-1.9%	-0.4%	?	2.6%	16.2%	-2.3%
CCCCCn1c(CCCNC(=O)CC)nc2ccccc21	-2.2%	-7.3%	/	10.1%	/	-0.7%	-0.1%	/	/	/	-5.4%
CSc1nnc([C@@H](NC(=O)OC(C)(C)C)C(C)C)o1	1.5%	-1.9%	?	12.1%	?	-0.9%	-1.4%	?	4.6%	4.7%	-1.9%
COC(=O)c1ccc2[nH]c(C)cc(=O)c2c1	-1.8%	1.0%	i	4.4%	?	-1.2%	2.0%	i	12.4%	-2.7%	-0.6%
O=C(c1ccccc1)c1c[nH]c2cc3c(cc2c1=O)OCCO3	1.4%	-4.3%	i	3.2%	i	1.9%	0.1%	i	5.2%	-0.4%	0.0%
COc1ccccc1C1CC(=O)NC(C)=C1C(=O)OCC1CCCO1 (stereo not drawn)	0.8%	-1.9%	i	15.1%	i	-2.4%	2.9%	i	2.7%	4.1%	0.0%
c1cnc(N2CCSCC2)nc1	-0.5%	-0.2%	/	9.0%	/	3.3%	-0.4%	/	/	-4.6%	1.1%
O=C(COC(=O)C1CCN(S(=O)(=O)c2cccs2)CC1)c1ccc2c(c1)OCCO2	-0.7%	-4.0%	i	11.9%	i	-0.4%	-1.2%	i	8.2%	-1.0%	0.7%

Part of the list above, showing only BRCT inh green and Caspase-1 inhib:
molecule | BRCT inh green | Caspase-1 inhib
CCCCCOC(=O)C1=C(C)N(C)C(=O)NC1c1cc(Br)c(O)c(OC)c1 (stereo not drawn) | 1.3% | -0.3%
COC(=O)c1ccc2[nH]c(C)cc(=O)c2c1 | -1.2% | -0.6%

The list continues.
SMILES	BRCT inh red	Ub-GFP proteasome	4-MU autofl	HEK293 cAMP ctrl	Fluorescein fluor	BRCT inh green	Casp7 inh	A350 autofl	USP2a inhib	GFP derepression	Caspase-1 inhib
C/C(N)=C(/C#N)C(=O)CSc1n[nH]c(-c2ccccc2Br)n1	1.1%	0.9%	i	-13.3%	?	-1.2%	-2.5%	i	4.4%	0.0%	3.0%
COc1cccc(-c2nn(-c3ccccc3)cc2CO)c1	-0.4%	6.5%	i	-17.7%	i	1.1%	0.8%	i	-3.2%	4.3%	4.2%
N#Cc1ccc(CSCC(=O)O)cc1	-0.4%	8.7%	/	13.5%	/	-1.3%	0.2%	/	-3.7%	-1.8%	-2.4%
Cc1cc(NC(=O)CCC(=O)N(c2ccccc2)C(C(=O)NC2CCCC2)c2cccs2)no1 (stereo not drawn)	0.0%	6.0%	i	11.3%	i	-1.9%	1.7%	i	/	0.0%	-1.9%
CCCCNC(=O)c1ccccc1C(=O)NCCCC	-1.5%	-2.7%	i	?	i	-2.3%	-0.9%	i	-8.8%	3.2%	0.9%
COc1ccc(OC)c(C2C(C(=O)c3cccs3)=C(O)C(=O)N2CCN(C)C)c1 (stereo not drawn)	-0.9%	4.0%	i	-3.3%	i	-0.6%	-4.6%	?	-0.5%	-2.0%	-0.8%
Cc1ccc(Nc2nc(OC(C(F)(F)F)C(F)(F)F)nc(N3CCOCC3)n2)cc1	-1.8%	-1.0%	/	1.3%	/	-4.2%	-1.2%	/	17.1%	-3.8%	-2.9%
O=C(c1cc2ccccc2o1)c1cccs1	-2.5%	-0.5%	?	9.1%	i	0.1%	-0.8%	?	-4.0%	2.6%	-0.2%
Cc1ccc(O)c(NC(=O)COc2cc(C)ccc2C)c1	-0.3%	2.9%	i	-0.4%	i	-2.2%	-0.3%	i	-18.4%	2.1%	2.4%
CCc1nnc(NC(=O)CSc2nnc(-c3ccccc3O)n2-c2ccc(C)cc2)s1	-0.1%	2.6%	i	?	i	-1.6%	-1.9%	i	20.9%	-1.0%	-3.0%
CCCCNC(NCCCC)=C(S(=O)(=O)CC)S(=O)(=O)CC	0.0%	-2.3%[9.17 µM]	/	9.4%[11.4 µM]	/	-0.3%	0.0%	/	2.4%[7.66 µM]	-3.6%	-2.0%
CCOC(=O)/C(C#N)=C1/C=Nc2ccccc2N1	0.8%	0.0%	/	4.0%	/	0.9%	-12.6%	/	-9.6%	0.0%	-10.8%
COC(=O)c1ccc(NC(=O)C2CCCO2)cc1 (stereo not drawn)	0.1%	-0.6%	i	6.2%	i	-2.8%	1.2%[0.00368 µM]	i	-9.0%	0.0%	-0.8%
CN(c1ccccc1C(=O)N1CCOCC1)S(C)(=O)=O	-1.2%	9.0%	i	10.1%	i	-2.8%	-3.0%	i	-6.6%	0.0%	2.1%
O=C1CCCC2=C1C(c1ccncc1)c1c(nc(SCc3ccccc3)[nH]c1=O)N2 (stereo not drawn)	0.9%	-2.9%	1.36e-07M*	5.6%	i	0.5%	-3.5%	1.5e-07M*	47.3%[activator]	0.0%	-4.4%
O=C(COc1ccc(S(=O)(=O)N2CCc3ccccc32)cc1Cl)NCc1ccccn1	-0.4%	-6.6%	i	0.5%	?	0.7%	-3.9%	?	43.5%[activator]	2.7%	-3.9%
CC(=O)N1CCC[C@@]2(CCN(C(=O)Nc3cccc(C#N)c3)C2)C1	-0.8%	-6.7%	i	12.0%	?	-1.1%	1.2%	i	-6.0%	2.3%[9.22 µM]	-0.5%
CCN(C(=O)CSc1ncn[nH]1)c1cccc2ccccc12	-0.5%	1.9%	i	3.1%	i	1.3%	0.5%	i	-0.2%	-1.6%	-2.8%
Cc1nnc(SCC(=O)Nc2nccs2)[nH]c1=O	-1.9%	-1.7%	i	17.4%	?	-1.4%	1.2%	i	-4.9%	2.0%	0.5%
NC(=O)C1CCN(C(=O)CN2CCCc3ccccc32)CC1	-5.3%	4.9%	i	6.7%	i	-5.2%	?	?	-2.3%	-3.2%	?
C/C=C1\C2C=C(C)C[C@@]1(N)c1ccc(=O)[nH]c1C2	-0.5%	/	/	/	/	-1.3%[3.08 µM]	1.9%	/	-5.1%	/	1.2%

Bioassay records from PubChem.
